CXXC DNA block: inhibitors of human MLL CXXC domain-DNA interaction. AID 2662. MLL-CXXC / FITC-HOXA9 DNA fluorescence polarization. hit rate 0.037% among 290,000. Potency, µM (highest dose often 115 µM), for inactives: at the top dose activity change, negative = inhibition, most hits filed as inhibitors; active means well fitted inhibition curve with a large enough effect in the polarisation, with a control signal flat, not every such curve was filed as active; inconclusive means small, poorly fitted or top-dose-only effect, or effect the other way, or a change in a side signal; inactive means no such curve, though single readings can be large or run the other way; the % refers to the polarisation; further: potency means the concentration at half of the fitted maximal effect
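Fluorescence polarization: 7 uM MLL-CXXC (stock) preincubated 5 min with compounds, then 50 nM fluorescein-HOX-A9 DNA (stock) added; 30 min ambient. Buffer 50 mM Tris-HCl pH 7.5, 50 mM NaCl, 1 mM DTT, 0.05% BSA.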
PTAP TSG101 blk: blocks PTAP/TSG101 interaction to inhibit HIV-1 budding | Fluorescence polarization, FITC-PTAP peptide / Tsg101 binding | Q99816 | Potency, µM (titrated, usually from 115 µM), inactives show at the highest dose activity change, negative = inhibition, actives largely listed as inhibitors | 340,000 tested, under 10 active | AID 493005; active means well fitted inhibition curve with a large enough effect in the main read-out, with a control signal flat, not every such curve was filed as active; inconclusive means small, poorly fitted or top-dose-only effect, or effect the other way, or a change in a side signal; inactive means no such curve, though single readings can be large or run the other way; further: potency means the concentration at half of the fitted maximal effect; % of control where 0% means no effect
Target sequence (Q99816 whole entry, looked up): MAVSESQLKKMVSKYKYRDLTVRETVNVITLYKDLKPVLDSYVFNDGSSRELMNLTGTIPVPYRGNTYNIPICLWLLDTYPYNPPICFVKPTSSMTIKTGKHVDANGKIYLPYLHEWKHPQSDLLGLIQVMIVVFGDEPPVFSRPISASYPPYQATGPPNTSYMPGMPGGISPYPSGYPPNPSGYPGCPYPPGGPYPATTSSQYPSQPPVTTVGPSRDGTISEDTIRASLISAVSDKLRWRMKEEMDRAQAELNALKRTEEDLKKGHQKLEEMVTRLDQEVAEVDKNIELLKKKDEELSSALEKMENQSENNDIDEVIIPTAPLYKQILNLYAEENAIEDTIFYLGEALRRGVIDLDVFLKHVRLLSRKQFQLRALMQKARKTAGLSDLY
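Tsg101 binding domain (10 uM final) was mixed with compound and a FITC-labeled PTAP peptide (50 nM final) in HEPES pH 7.5 buffer with NaCl, Tween 20, EDTA and TCEP; fluorescence polarization was read after 20 min at r.t.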
BRCA1 expr up: BRCA1 expression activation. MCF7-BRCA1-FFLuc reporter, luminescence, 48 h; response scale: scaled: vehicle 0%, 10 µM genistein 100%. Potency, µM (highest dose often 46.1 µM), inactives show at the top dose activation, usual class: activators. hit rate 1.1% among 380,000. AID 624202; further: potency means the concentration at half of the fitted maximal effect; nearly all actives have a fitted effect of over 80% in size; some results filed as inactive show a strong effect at the top dose
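Luminescence from a BRCA1-driven firefly luciferase in MCF7 cells was the read-out, taken 15 min after substrate addition following 48 h compound exposure at 37 °C. Data were normalized to a 10 microM genistein control and DMSO vehicle.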
B2AR arrestin: beta2AR (human) beta-arrestin recruitment activity | P07550 | beta-arrestin recruitment to beta2AR, cell-based reporter | Potency, µM (top dose mostly 46.1 µM), for inactives: at the top dose activation, usual class: activators | hit rate 0.02% among 330,000 | AID 492947;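 further: potency means the concentration at half of the fitted maximal effect; 0% = DMSO controls and full agonism = EC100 isoproterenol or metaproterenol; nearly all actives have a fitted effect of over 65% in size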
Target sequence (P07550 whole entry, looked up): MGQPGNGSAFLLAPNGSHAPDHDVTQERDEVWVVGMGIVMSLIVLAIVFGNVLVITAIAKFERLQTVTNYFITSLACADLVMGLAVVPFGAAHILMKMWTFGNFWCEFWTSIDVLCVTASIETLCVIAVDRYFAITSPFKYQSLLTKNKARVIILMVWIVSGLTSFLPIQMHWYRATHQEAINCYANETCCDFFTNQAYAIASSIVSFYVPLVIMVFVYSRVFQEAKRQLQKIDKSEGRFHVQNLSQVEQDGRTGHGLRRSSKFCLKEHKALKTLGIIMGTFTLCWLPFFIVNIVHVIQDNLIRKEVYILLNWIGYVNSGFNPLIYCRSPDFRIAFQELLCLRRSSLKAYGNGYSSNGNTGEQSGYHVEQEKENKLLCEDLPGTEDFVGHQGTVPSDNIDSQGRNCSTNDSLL
AT treatment: potential ataxia-telangiectasia treatments restoring KAP-1 phosphorylation. hit rate 0.19% among 320,000. AID 485349. […] A-T fibroblasts, KAP-1 phosphorylation AlphaLISA; neocarzinostatin DNA damage 30 min before lysis. Potency, µM (highest dose often 57.5 µM), for inactives: top-dose activation, usual class: activators; further: potency means the concentration at half of the fitted maximal effect; % of control where 0% means no effect; nearly all actives have a fitted effect of over 45% in size
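ATM-like activity read as KAP-1 phosphorylation via AlphaLISA donor/acceptor antibody pairs after lysis and 6 hr at 25C. Cells were ATM-null patient fibroblasts ([…], hTERT), dosed 60 min, then exposed to the DSB inducer NCS for 30 min.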
TRPV1 agonist: activates the human vanilloid receptor TRPV1 | Q8NER1 | TRPV1-expressing cells, Fluo-8 calcium influx, agonist mode | activation, % at 8.33 µM | AID 540275 | hit rate 0.19% among 320,000; in the data active means activation above about 80%; inconclusive means between about 30% and that limit; further: 0% is about no effect
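Cells expressing TRPV1 were dye-loaded with Fluo-8 and read kinetically: 10 s baseline, 3 min after compound (agonist portion), then 2 min after EC20 capsaicin (allosteric enhancer portion). Calcium-bound dye fluorescence at 480/520 nm.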
p53 reactivator: restores transcriptional activity of mutant p53. Potency, µM (series often up to 92.2 µM), for inactives: at the highest dose activity change, positive = activation, usual class: activators. hit rate 0.063% among 320,000. H1299 p53-A138V BP100-luciferase reporter, luminescence, 24 h; further: potency means the concentration at half of the fitted maximal effect; % of control where 0% means no effect; nearly all actives have a fitted effect of over 45% in size
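p53-null H1299 cells stably carrying temperature-sensitive p53-A138V and a BP100-luciferase reporter were pinned with compounds (4-point, 1:5 series) and held 24 hrs at 37 deg C. Luminescence was read 10 min after detection reagent.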
TCR activator: activators of T cell receptors; primary human leukocytes, anti-CD3, IL-2 HTRF, 48 h; Potency, µM (top dose mostly 9.22 µM), without a hit: at the top dose activation of IL-2 secretion, actives largely listed as activators; 330,000 tested, under 10 active; AID 504894; further: % of control where 0% means no effect
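IL-2 produced over 48 hr by a-CD3 bead-stimulated primary human leukocytes exposed to compounds was detected with a homogeneous time-resolved FRET immunoassay, 665nm acceptor signal after 320nm excitation.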
ELG1 DNA repair: inhibitors of ELG1-dependent DNA repair in HEK293T cells; HEK293T ELG1-luciferase reporter, luminescence, 16 h; DNA damage induced by 5-fluorouridine; hit rate 2.3% among 330,000; Potency, µM (series often up to 46.1 µM), inactives show at the top dose activity change, negative = inhibition, most hits filed as inhibitors; further: potency means the concentration at half of the fitted maximal effect; on the % scale 0 is the no-effect control and ±100 the full control effect; nearly all actives have a fitted effect of over 55% in size
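Overnight (16 hr) co-exposure of 2,000 cells/well to 5-fluorouridine and compound at 37 °C preceded detection. Luciferase was quantified via ONE-Glo luminescence; loss of signal denotes inhibition.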
a7 integrin act: integrin-mediated muscular dystrophy alleviation activation | alpha7betagal myoblasts, beta-gal FDG fluorescence, 48 h | hit rate 0.064% among 350,000 | Potency, µM (highest dose often 38.3 µM), without a hit: at the highest dose activation, usual class: activators;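 further: potency means the concentration at half of the fitted maximal effect; 100% = response of the positive control SU9516; nearly all actives have a fitted effect of over 60% in size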
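Alpha7betagal+/- myoblasts (passage 13) were plated 16-24 hr, then exposed to compounds (1:260 dilution of DMSO stock) for 48 hours at 37C. After MPER lysis, β-galactosidase reporter activity was read as FDG fluorescence (ex 480/em 540) after 30 minutes.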
The depositor's hits bear a star; ? = inconclusive; nt = not tested or not shown; [ ] = remark or other dose. Unless noted, the call rests on the fitted dose curve; in most records, active means well fitted curve in the direction sought with a large enough effect; inconclusive means small, poorly fitted or top-dose-only effect, or another doubt; inactive means no such curve, though single readings can be large; an effect the other way counts as inactive or inconclusive. The order is random. Share with any hit: about 3.8%.

SMILES | CXXC DNA block | PTAP TSG101 blk | BRCA1 expr up | B2AR arrestin | AT treatment | TRPV1 agonist | p53 reactivator | TCR activator | ELG1 DNA repair | a7 integrin act
O=C(OCC(=O)c1cccs1)c1ccc([N+](=O)[O-])o1 | -1% | 0% | 7% | -0.3% | 0% | 2 | -1% | 4% | 2% | 7%
COc1cc(/C=N/NS(=O)(=O)c2ccccc2)ccc1OS(=O)(=O)c1ccc(C)cc1 | 2% | 1% | 14% | -0.3% | -3% | 2 | 4% | -5%[46.1 µM] | -3% | -6%
COc1ccc(C2CCCN2C(=S)Nc2ccc(C)cc2Cl)cc1OC (centres undefined) | 8% | 1% | 33% | 0.2% | -3% | 7 | 4% | 2% | ? | -9%
COc1ccccc1CCN=C(N)NS(=O)(=O)c1ccccc1F | -2% | 1% | -11% | -0.6% | 0% | -3 | -5% | 4% | 5% | 0%
O=C(CN(CC1CCCO1)C(=O)c1nsc(Cl)c1Cl)NC1CCCC1 (centres undefined) | -2% | -9% | 2% | 0.1% | 0% | 2 | 0% | -2% | 1% | 4%
COc1ccc(C(=O)NCCn2cc(SCC(=O)Nc3cc(C)on3)c3ccccc32)cc1OC | 0% | -7% | 1% | -0.4% | -2% | 4 | 0% | -1% | ? | 3%
CCSc1ccc([C@@H]2[C@@H]3C(=O)N(C)C(=O)[C@@H]3[C@]3(C(=O)OC)CCCCN23)cc1 | nt | -8% | -4% | -0.5% | 11% | ? | -2% | -9% | 16% | 32%
O=C(NNC(=O)c1ccccc1F)c1ccc2[nH]c(=O)c(=O)[nH]c2c1 | -7% | -7% | 12% | -0.1% | -1% | 1 | ? | -6% | ? | -11%
Cc1ccc(CNC(=O)C2CCC(=O)N(C3CCCC3)C2)c(F)c1F (centres undefined) | 8% | -3% | -15% | -0.1% | 4% | 22 | 4% | 8% | -1% | ?
COC(=O)c1sccc1NC(=O)c1ccc(C)s1 | -9% | -4% | -52% | -0.4% | nt | 9 | 12% | 4%[46.1 µM] | 12% | -14%
CC(C)(C)n1nc2c(c1NC(=O)c1ccccc1S(=O)(=O)C(F)F)CS(=O)(=O)C2 | -6% | -2% | 13% | -0.5% | 6% | 1 | 0% | -9% | 0% | 40%
FC(F)(F)c1cnc(NNC(=S)Nc2ccccc2Cl)c(Cl)c1 | 2% | 0% | -84%[inhibitor] | -0.7% | -1% | 8 | -3% | -5%[46.1 µM] | ? | -40%
CCOc1c(OC)cc(C2C(C#N)=C(N)Oc3n[nH]c(-c4ccncc4)c32)cc1OC (centres undefined) | 1% | -3% | 2% | -0.7% | 1% | 2 | ? | 3% | 0% | -7%
CCOc1ccc(N(CC(=O)NCc2cccnc2)S(=O)(=O)c2ccc(F)cc2)cc1 | 0% | -1% | 0% | -0.3% | 10% | 2 | 13% | 3% | -3% | 19%
CCC(=O)Nc1cc(NC(=O)CSc2nnc(C(C)C)n2CC)ccc1C | 8% | -3% | -4% | 0.1% | -8% | -2 | 11% | 0% | -12% | 1%
COc1ccc(OC)c(CN2CCN(Cc3cc(OC)c(OC)c(OC)c3)CC2)c1 | 1% | -5% | -24% | -0.1% | -4% | -1 | 3% | -1% | 13% | 26%
O=C(CN1CCN(S(=O)(=O)/C=C/c2ccccc2)CC1)NC(=O)NCc1ccco1 | -11% | -5% | 8% | 0.0% | 3% | 1 | 6% | 0% | 3% | -7%
CCOC(=O)C1(CCOc2ccccc2)CCN(Cc2cccn2-c2ncccn2)CC1 | -4% | -1% | -2% | -0.5% | -7% | -1 | -2% | nt | -9% | -55%[inhibitor]
c1ccc(C2(CN3CCNC[C@H]3Cc3cccc4ccccc34)CC2)cc1 | nt | 1% | -40% | -0.8% | 12% | -1 | 6% | 3% | ? | -44%
O=C(CSc1ncnc2sccc12)Nc1ccccc1F | -6% | 0% | 13% | 0.2% | 5% | 10 | 4% | -5% | 2% | -17%
CC(C)(C)c1cc2cccnc2n1Cc1cccc(Cl)c1 | 8% | 6% | 0% | 0.2% | nt | -1 | -6% | 4% | 0% | -21%
COc1cccc(/C=N/NC(=O)c2oc3nc(-c4ccccc4)cc(-c4ccco4)c3c2N)c1 | -21% | ? | 2% | 0.3% | 5% | -1 | -3% | 6% | 16µM* | 35%
O=C(Nc1ccccc1SCC1CSc2nc3ccccc3c(=O)n21)c1cccc(Cl)c1 (centres undefined) | 9% | -6% | 5% | 0.0% | -1% | -3 | -1% | -14% | 11% | -4%
CCCOC(=O)c1c(NC(=O)CCCn2nc([N+](=O)[O-])cc2C)sc(C(=O)OC)c1C | 6% | -2% | -36% | -0.2% | 8% | 5 | -5% | 3%[46.1 µM] | ? | -2%
COC(=O)c1ccccc1NS(=O)(=O)c1ccc2c(c1)oc(=O)n2C | 1% | -5% | -37% | -0.3% | 1% | -2 | nt | 14% | ? | -10%
COc1ccc(CNC(=O)c2sc3nc4c(c(C(F)(F)F)c3c2N)CCC4)cc1OC | 1% | -4% | -32% | 0.3% | -14% | -2 | -8% | -5%[46.1 µM] | ? | 0%
O=C(CCNS(=O)(=O)c1cccc2nonc12)NCc1cccs1 | 2% | -4% | 0% | -0.2% | -2% | -2 | 17% | 1% | 6% | 9%
O=C(CN1C(=O)C2CC=CCC2C1=O)Nc1ccc(F)cc1F (centres undefined) | nt | 0% | -4% | 0.4% | -3% | 0 | 1% | 3% | 18% | 11%
Cc1cc(C(=O)NC2CCN(Cc3ccccc3)CC2)n[nH]1 | 9% | 1% | -1% | 0.1% | 3% | 0 | 2% | -1% | ? | 44%
O=C(COC(=O)c1cccc(S(=O)(=O)N2CCOCC2)c1)NCCc1ccccc1 | -1% | -2% | 0% | 0.4% | 3% | 3 | ? | 7% | -19% | -7%
COCCCN1C(=O)c2ccc(C(=O)OCC(=O)N(C)c3ccccc3)cc2C1=O | -4% | 1% | 6% | 0.0% | 5% | 0 | 3% | 0% | 8% | -11%
OCCC1CN(Cc2ccccc2OC2CCCC2)CCN1Cc1ccsc1 (centres undefined) | 1% | 1% | -28% | 0.2% | 2% | 13 | -1% | 11% | 3% | -15%
Cc1nc2ccc(-c3ccccc3)cc2o1 | -5% | -4% | 21% | 0.0% | 20% | 2 | ? | -5% | ? | 3%
Cc1cccc(-c2ncc(CN3CCCC(CO)(Cc4ccccc4C)C3)cn2)c1 (centres undefined) | -12% | 5% | 12% | -0.6% | 5% | -1 | 8% | 3% | -12% | 27%
CN(C)/C(=N\S(=O)(=O)c1ccc(Br)cc1)c1ccccc1 | 1% | -5% | 25% | -0.4% | -1% | -4 | nt | -7% | 0% | 10%
C/C(=N\NC(=O)c1cccc(N/N=C(\C)c2ccncc2)c1)c1ccncc1 | -1% | -3% | 19% | 0.1% | 0% | -3 | 7% | -8% | ? | -20%
CN(Cc1c(C(=O)N/N=C/c2ccc(O)cc2)nnn1-c1nonc1N)C1CCCCC1 | 7% | 0% | -14% | 0.2% | -11% | 18 | -18% | 0% | 2% | ?
COc1ccc(/C=N/NC(=O)c2cccnc2)cc1CN1CCCc2ccccc21 | 25% | -2% | -20% | -0.3% | -1% | ? | -7% | 5% | 6% | -8%
Cc1c(OCC(=O)NC(Cc2ccc(Cl)cc2)C(=O)O)ccc2c3c(c(=O)oc12)CCCC3 (centres undefined) | ? | -8% | 7% | -0.1% | -6% | 0 | nt | -1% | ? | -36%
COC(=O)c1ccc2[nH]c([C@H](C)O)c([C@H](C)O)c2c1 | 13% | 1% | -26% | 0.4% | 8% | 4 | nt | -1% | -2% | 37%

An excerpt from above, showing only PTAP TSG101 blk.
| SMILES | PTAP TSG101 blk |
| --- | --- |
| CN(Cc1c(C(=O)N/N=C/c2ccc(O)cc2)nnn1-c1nonc1N)C1CCCCC1 | 0% |
| COc1ccc(/C=N/NC(=O)c2cccnc2)cc1CN1CCCc2ccccc21 | -2% |

The list continues.
SMILES | CXXC DNA block | PTAP TSG101 blk | BRCA1 expr up | B2AR arrestin | AT treatment | TRPV1 agonist | p53 reactivator | TCR activator | ELG1 DNA repair | a7 integrin act
COc1ccc(OC)c(N(C)S(=O)(=O)c2ccc3c(c2)N(C(C)=O)CCO3)c1 | -1% | -3% | 3% | 2.8% | 4% | 3 | -8% | 2% | 15% | -6%
CC(=O)c1c(N2CCC(C(N)=O)CC2)nc(=S)n(-c2ccccc2)c1C | -6% | -8% | 3% | -0.7% | 2% | -1 | -4% | -3% | ? | 13%
CCOC1(OCC)N=C(N)C2(C#N)C(c3cccc(C)c3)C12C#N (centres undefined) | -5% | 0% | -7% | 0.1% | 0% | 2 | -2% | 5% | 0% | -4%
CC(=O)c1c(C)[nH]c(C(=O)OCCCCN2C(=O)c3ccccc3C2=O)c1C | 2% | -4% | -65% | -0.1% | 1% | -5 | -8% | nt | 6.5µM* | -54%[inhibitor]
COc1ccc(CNC(=S)Nc2ccc(F)c(Cl)c2)cc1OC | 20% | -4% | -21% | -0.7% | 3% | ? | 24% | -1% | ? | -27%

Compound activity deposited in PubChem BioAssay by National Center for Advancing Translational Sciences (NCATS).
